Source: PubChem (National Center for Advancing Translational Sciences (NCATS))
TDP1 block: qHTS Assay for Inhibitors of Tyrosyl-DNA Phosphodiesterase (TDP1); Potency, µM (series often up to 130 µM), for the others: top-dose activity change, negative = inhibition, usual class: inhibitors; Tyrosyl-DNA phosphodiesterase 1 (Homo sapiens), Q9NUW8; recombinant TDP1, AlphaScreen DNA substrate cleavage; 0.28% of 350,000 active; also: nearly all actives have a fitted effect of over 40% in size
Target sequence (Q9NUW8 whole entry, looked up): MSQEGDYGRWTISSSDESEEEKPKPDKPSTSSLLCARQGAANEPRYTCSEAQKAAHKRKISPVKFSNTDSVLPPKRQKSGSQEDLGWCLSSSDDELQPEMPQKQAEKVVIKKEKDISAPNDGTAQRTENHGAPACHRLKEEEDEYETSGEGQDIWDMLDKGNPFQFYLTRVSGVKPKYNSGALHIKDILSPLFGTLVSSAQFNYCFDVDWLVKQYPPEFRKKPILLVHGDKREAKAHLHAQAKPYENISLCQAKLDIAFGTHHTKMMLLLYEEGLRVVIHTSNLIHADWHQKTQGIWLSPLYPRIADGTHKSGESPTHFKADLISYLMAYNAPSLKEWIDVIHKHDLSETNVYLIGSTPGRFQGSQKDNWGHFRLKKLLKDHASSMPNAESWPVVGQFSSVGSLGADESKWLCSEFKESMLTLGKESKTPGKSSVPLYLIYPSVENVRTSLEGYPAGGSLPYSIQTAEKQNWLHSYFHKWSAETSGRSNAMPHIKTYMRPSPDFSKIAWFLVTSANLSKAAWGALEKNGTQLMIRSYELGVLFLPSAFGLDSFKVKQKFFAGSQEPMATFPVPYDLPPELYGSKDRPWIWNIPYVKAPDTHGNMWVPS
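E. coli-derived human Tdp1, 1 nM final. Cpd preinc 15 min RT; substrate 15 nM final, 5 min RT; AS bead mix 10 ug/ml final, 10 min RT. Signal loss = tyrosine-FITC cleavage. No-enzyme wells = max signal.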
TDP1 cell CPT: qHTS for Inhibitors of human tyrosyl-DNA phosphodiesterase 1 (TDP1): qHTS in cells in presence of CPT; chicken DT40 Tdp1-/-;hTDP1 cells + 20 nM CPT, ATP luminescence, 48 h; Potency, µM (doses to about 46.2 µM), without a hit: top-dose activity change, negative = growth inhibition, hits mostly inhibitors; 12% of 420,000 active; also: nearly all actives have a fitted effect of over 55% in size
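Chicken DT40 Tdp1-/- cells complemented with human TDP1, 400 cells/well, exposed to compounds plus 20 nM camptothecin for at least 48 h at 37 C; viability read as ATP content by CellTiter-Glo luminescence.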
TDP1 cell noCPT: qHTS for Inhibitors of human tyrosyl-DNA phosphodiesterase 1 (TDP1): qHTS in cells in absence of CPT; DT40 Tdp1-/- hTDP1 cells, no CPT, ATP luminescence, 48 h; Potency, µM (titrated, usually from 46.2 µM), for the others: at the top dose activity change, negative = growth inhibition, most hits filed as inhibitors; 15% of 420,000 active; also: nearly all actives have a fitted effect of over 55% in size
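Readout: luminescence from CellTiter-Glo after 30 min in the dark at RT. Cells: DT40 Tdp1-/- with stable hTDP1, 400/well. Exposure: compounds alone, ≥48 hr, 37 °C.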
Active calls of the source: *; ? = inconclusive; / = no result given; & = joins results of further samples; [ ] = remark or other dose. Calls follow the shape of the dose curve; as a rule, active = well fitted curve in the direction sought with a large enough effect; inconclusive = small, poorly fitted or top-dose-only effect, or another doubt; inactive = no such curve, though single readings can be large; an effect the other way counts as inactive or inconclusive. % is scaled to controls: 0 for no effect and ±100 for the full control effect; potency is read from the fitted curve at half-maximal effect.

Start of the listing, in advance:
Each structure is followed by: TDP1 block	TDP1 cell CPT	TDP1 cell noCPT
1: O=C(CN1C(=O)c2ccccc2S1(=O)=O)c1ccccc1F
 : 0.8%	-5.2%	21.3%
2: COC(=O)COc1cccc(NC(=O)c2cccs2)c1
 : 4.4%	-8.5%	-9.9%
3: CCN(Cc1nc(-c2ccccc2)no1)C(=O)c1ccoc1C
 : /	7.7%	-27.0%
4: CCC1(c2ccccc2)NC(=O)N(CC(=O)Nc2ccc(Cl)c(S(=O)(=O)N3CCCCC3)c2)C1=O (configuration not stated)
 : /	?	?
5: O=C(c1cc(=O)c2ccccc2o1)N(Cc1ccccc1)C1CCS(=O)(=O)C1 (configuration not stated)
 : 0.8%	-0.4%	15.5%

The listing, repeating the preview:
Each structure is followed by: TDP1 block	TDP1 cell CPT	TDP1 cell noCPT
1: O=C(CN1C(=O)c2ccccc2S1(=O)=O)c1ccccc1F
 : 0.8%	-5.2%	21.3%
2: COC(=O)COc1cccc(NC(=O)c2cccs2)c1
 : 4.4%	-8.5%	-9.9%
3: CCN(Cc1nc(-c2ccccc2)no1)C(=O)c1ccoc1C
 : /	7.7%	-27.0%
4: CCC1(c2ccccc2)NC(=O)N(CC(=O)Nc2ccc(Cl)c(S(=O)(=O)N3CCCCC3)c2)C1=O (configuration not stated)
 : /	?	?
5: O=C(c1cc(=O)c2ccccc2o1)N(Cc1ccccc1)C1CCS(=O)(=O)C1 (configuration not stated)
 : 0.8%	-0.4%	15.5%
6: CCC(=O)N1CCc2cc(Br)cc(S(=O)(=O)N3CCC(C(=O)Nc4ccc(OC)cc4)CC3)c21
 : 2.8%	?	?
7: Cc1ccc(CNC(=O)c2cnc3ccccc3n2)cc1
 : 2.4%	-26.2%	-24.4%
8: Cc1ccc(S(=O)(=O)N2C/C=C\CN(S(=O)(=O)c3ccccc3Br)CC2)cc1
 : -3.5%[56.1 µM]	?	?
9: CC[C@@]1(C(=O)OC)N[C@H](CN(C)C(=O)COC)[C@@H]2C(=O)N(Cc3ccccc3)C(=O)[C@@H]21
 : 0.6%	-11.4%	8.6%
10: COc1ccc(N2CS(=O)(=O)/C(=C/N(C)C)C2=O)cc1
 : 2.9%	6.3%	0.2%
11: OCCC1CN(Cc2cccc(F)c2F)CCN1CCc1ccccc1 (configuration not stated)
 : /	?	-0.5%
12: CCc1noc(C)c1C(=O)N1CCN(S(=O)(=O)c2ccc(C)cc2)CC1
 : -5.4%	-22.1%	-3.7%
13: CN1C=CC2=C(C#N)C(N)C(C#N)(C#N)[C@H](c3ccccc3)[C@H]2C1 (some centres not stated)
 : 0.0%	-28.9%	-27.2%
14: C=Cc1ccc(N=Cc2c(O)ccc3ccccc23)cc1
 : /	?	-3.7%
15: COc1ccc(S(=O)(=O)N2CCN(CC(=O)N3CCc4ccccc4C3)CC2)cc1OC
 : 1.0%	-28.9%	?
16: Cc1ccsc1C(=O)OCC(=O)NCc1ccccc1
 : -1.0%	13.1%	-0.3%
17: CCOc1cc(Br)c(Br)c(C=Nc2ccc(NC(C)=O)cc2)c1O
 : 2.8%	?	-11.9%
18: COc1cccc(OC)c1C(=O)NC(=S)N1CCOCC1
 : 0.0%	-3.6%	-17.3%
19: Cc1csc(Nc2ccccc2)n1
 : 5.1%	1.6%	-14.5%
20: COc1ccc(NC(=O)CN(C)C2CCS(=O)(=O)C2)cc1 (configuration not stated)
 : 0.7%	-17.9%	-18.7%
21: CC(C)c1ccc(NC(=O)c2cnn3c(C(F)F)cc(-c4ccccc4)nc23)cc1
 : -1.1%	?	?
22: COc1cc(NC(c2ccccc2)c2ccccc2)cc(OC)c1OC
 : -2.5%	8.8%	-19.9%
23: COc1ccc([C@H]2CC(=O)C=C(c3c(C)cc(C)cc3C)C2)cc1
 : -3.7%	?	?
24: O=C(Nc1sc2c(c1C(=O)O)CCCCC2)c1cccs1
 : 8.0%	?	?
25: COc1ccc(NC(=O)CSc2nnc3ccc(-c4ccncc4)nn23)cc1
 : /	-18.8%	?
26: CC(=O)Nc1ccc(OCC(=O)NCc2ccc(C)cc2)cc1
 : 2.7%	1.8%	11.6%
27: O=C(NC1CC1)c1cc(OCC(F)(F)F)ccc1OCC(F)(F)F
 : -5.5%	8.7%	12.2%
28: COc1cc(CNCCO)cc(Cl)c1OCc1ccc(Cl)cc1Cl
 : -2.7%	?	20.6µM*
29: COc1ccc(NC(=O)C2CCCN2S(=O)(=O)c2ccc3c(c2)CCC(=O)N3)c(OC)c1 (configuration not stated)
 : 1.3%	13µM*	16.4µM*
30: C#CCOCCOCCOCCNc1nc(N2CCN(C(=O)CCCCCCCCCCNC(=O)Cn3cc(CCCCCN)nn3)CC2)nc(N2CCN(C(=O)CCCCCCCCCCNC(=O)[C@@H]([C@H](C)O)n3cc(C)nn3)CC2)n1
 : 4.4%	?	?
31: CC(=O)Nc1cccc(NC(=O)C2CCCN2C(=O)Nc2cccc(C)c2)c1 (configuration not stated)
 : 2.0%	-16.4%	-5.7%
32: Cc1cccc(-c2nc(NCCCN(C)C)c3ccccc3n2)c1
 : 1.7%	?	?
33: COc1ccc(OC)c(-c2cc(Cl)c3c(c2)CC(CNC(=O)c2coc4c2C(=O)CCC4)O3)c1 (configuration not stated)
 : /	15.3%[9.04 µM]	-15.1%
34: COC(=O)c1ccc(NC(=O)CSc2nc3cccnc3n2C)cc1
 : -3.3%	?	16.4µM*
35: c1ccc(Nc2ncnc3[nH]ncc23)cc1
 : /	-2.1%	-24.8%
36: CCc1ccc(NC(=S)Nc2cccc3cnccc23)cc1
 : 0.0%	?	14.6µM*
37: Cc1ccc(SCC(=O)OCC(=O)N(CCC#N)c2ccccc2)cc1C
 : -4.6%	-3.3%	1.9%
38: O=C(Nc1ccccc1)N1CCn2c1nc1ccccc12
 : 4.5%	?	?
39: COc1ccc(C(=O)CSc2nnc(NC(=O)C3CC(=O)N(c4ccccc4)C3)s2)cc1 (configuration not stated)
 : -4.4%	-18.4%	?
40: COc1ccccc1OCCCOc1ccc(/C=C2\SC(=O)NC2=O)cc1OC
 : /	16.4µM*	13µM*
41: COc1cc2c(cc1OC)C(C)N(C(=S)Nc1ccccc1)CC2 (configuration not stated)
 : 0.0%	2.6%	?
42: Cc1cc(-c2ccc(S(=O)(=O)N3CCCCC3)s2)on1
 : -0.3%	-25.4%	?
43: COC(=O)[C@@]1(Cc2ccc(F)cc2)[C@H]2c3cc(C(=O)N4CCCC4)n(Cc4cc(C)n(C)n4)c3C[C@H]2CN1C(=O)c1ccccc1
 : 9.3%	20.6µM*	16.4µM*
44: O=C(CSc1ccc(-c2ccccc2)nn1)c1ccccc1
 : 0.0%	?	?
45: CC(C)c1nc(C#N)c(NN)o1
 : -1.4%	-0.5%	-10.1%
46: Cn1c(=O)n(C)c2cc(NS(=O)(=O)c3cccs3)ccc21
 : 2.3%	-1.9%	5.9%
47: CCc1ccccc1NC(=O)c1ccoc1C
 : 5.7%	-3.6%	-18.3%
48: O=C(CCc1ccc(S(=O)(=O)N2CCCCC2)cc1)c1nnc(-c2ccccc2)o1
 : 2.1%	-14.3%	?
49: COc1ccc(CNC(NC(=O)c2ccccc2)(C(F)(F)F)C(F)(F)F)cc1
 : 1.4%	?	?
50: CCOc1cc(C2C3=C(CCCC3=O)NC3=C2C(=O)CCC3)cc(Cl)c1O
 : -10.1%	15.2%	-5.1%

More records:
Each structure is followed by: TDP1 block	TDP1 cell CPT	TDP1 cell noCPT
51: O=C1CCC[C@H]2c3[nH]c4ccccc4c3CCN12
 : /	?	6.3%
52: Cc1ccc(S(=O)(=O)N(C)c2cc(S(=O)(=O)N3CCOCC3)c(C)cc2C)cc1
 : -3.1%	-24.1%	?
53: O=C(NNS(=O)(=O)c1ccccc1)c1ccccc1-n1cccc1
 : 0.0%	-4.3%	23.9%
54: CCC(C)N(C(=O)CSc1nnnn1-c1ccccc1OC)C1CCS(=O)(=O)C1 (configuration not stated)
 : 1.5%	-22.6%	15.2%
55: CCOC(=O)[C@]12CCC=C1N(Cc1ccccc1)C(=O)[C@H](CC(=O)NCCC(C)C)C2
 : /	20.6µM*	?
56: O=C(OCCCc1cc2ccccc2c(=O)o1)c1ccccc1C(F)(F)F
 : -8.6%	?	?
57: CS(=O)(=O)N1CCC(C(=O)N2CCN(Cc3ccccc3)CC2)CC1
 : 3.5%	2.2%	-16.9%
58: O=C(C1=C[C@H](c2ccc3c(c2)OCO3)C[C@H](OCc2ccc(CO)cc2)O1)N1CCN(Cc2ccc3c(c2)OCO3)CC1
 : 3.8%	?	?
59: CC(C(=O)O)c1ccc2c(c1)[nH]c1ccc(Cl)cc12 (configuration not stated)
 : 9.6%[56.1 µM]	-16.4%&-9.1%	-4.4%&-13.2%
60: COc1ccc(NC(=S)NC23CN4CN(CN(C4)C2)C3)cc1
 : -3.8%	-24.4%	-11.0%
61: Cc1ccc(C)c(N2CCN(C(=O)CCS(=O)(=O)c3cccc4nonc34)CC2)c1
 : 9.1%	-21.9%	-17.9%
62: COc1ccc(C2C(C(=O)NCC3CCCO3)c3cc(OC)c(OC)cc3C(=O)N2C)cc1OC (configuration not stated)
 : -2.6%	6.4%	-3.9%
63: COc1ccc(CN2CCC[C@]3(N[C@H](c4ccc(C)cc4)[C@@H]4C(=O)N(Cc5ccccc5)C(=O)[C@@H]43)C2=O)cc1
 : /	?	?
64: NS(=O)(=O)c1ccc(CCNc2ncnc3c2cnn3-c2cccc(Cl)c2)cc1
 : 2.6%	?	?
65: CCN(CC(=O)N1CCC(C(N)=O)CC1)S(=O)(=O)c1ccc(Cl)cc1
 : 5.4%	-4.9%	0.7%
66: COc1cccc(C(O)c2ncc(-c3cccc(F)c3)[nH]2)c1 (configuration not stated)
 : /	?	-25.5%
67: COc1cc2c(cc1OC)-c1cc(Nc3ccccc3Br)nc(=O)n1CC2
 : /	-9.6%	-26.3%
68: Cc1cc(C(=O)NCCN2CCN(c3cccc(Cl)c3)CC2)n(-c2ccccc2)n1
 : 2.6%	5.8µM*	4.11µM*
69: S=c1[nH]nc(-c2ccco2)n1-c1ccc(Cl)cc1
 : -3.7%	0.0%	6.4%
70: C=C1[C@H](C)CN(S(=O)(=O)C(C)(C)C)[C@H]1CCO
 : /	-25.1%	1.4%
71: COc1ccc(-c2nnc(SCc3cc(C)ccc3C)n2N)cc1
 : 2.1%	-25.1%	?
72: Cc1cccnc1C(NC(=O)C1CCN(CCOc2ccc(Cl)cc2Cl)CC1)c1ccc(Cl)cc1 (configuration not stated)
 : /	11.6µM*	7.31µM*
73: CC(=O)NC(=O)NC1OC(=O)C(Cl)=C1Cl (configuration not stated)
 : 5.0%	?	?
74: CCc1ccc(C(=O)NNc2ccccc2F)cc1
 : 2.4%	-16.2%	-10.1%
75: Cc1ccc2nc(-c3cccc(NC(=O)c4cccc5ccccc45)c3)oc2c1
 : -1.9%	?	?
76: O=C(CCOc1ccccc1)N1CCN(c2ccc(O)cc2)CC1
 : /	?	?
77: Cc1ccc(N=CC2=C(O)CC(c3ccccc3Cl)CC2=O)cc1 (configuration not stated)
 : -1.4%	-16.3%	-28.3%
78: CC(=O)Oc1ccc(/C=N/NC(=O)C2CCCN2S(=O)(=O)c2ccc(Cl)cc2)cc1 (configuration not stated)
 : 3.5%	-20.6%	-19.9%
79: O=C(COC(=O)C12CC3CC(CC(C3)C1)C2)NCC1CCCO1 (configuration not stated)
 : 1.7%	-6.5%	-27.9%
80: Cc1nc([N+](=O)[O-])c(N2CCN(Cc3ccccc3)CC2)n1Cc1ccccc1
 : 0.7%	?	?
81: C=CCNC(=S)NNC(=O)c1cccn(Cc2ccc(Cl)cc2Cl)c1=O
 : 5.9%	16.4µM*	?
82: CCOc1cccc(C(=O)Nc2cc(-c3ccc(C)cc3)no2)c1
 : 2.5%	-23.0%	-19.3%
83: Cc1cccc(NC(=O)Cn2c(O)c(N=NC(=O)c3ccccc3O)c3ccccc32)c1
 : -12.6%	-5.2%	4.61µM*
84: COc1ccc(CCNC(=O)COC(=O)c2cnc(C)cn2)cc1OC
 : 4.2%	-18.0%	-0.3%
85: COc1ccc(C(=O)N2CCN(c3ccccn3)CC2)cc1
 : 1.8%	-3.4%	-7.9%
86: CCCCc1c(O)nc(SCC(=O)Nc2ccc3c(c2)CCC3)[nH]c1=O
 : 3.1%	-3.8%	-20.1%
87: COc1ccc(OC)c(S(=O)(=O)N(C(C)=O)c2ccc3oc(=O)sc3c2)c1
 : 6.1%	3.9%	-8.1%
88: Cc1cccc2c(=O)n(C(=O)c3ccccc3)c(N)nc12
 : /	?	?
